Vif-APOBEC3F blk – Vif-A3F binding inhibition; Potency, µM (highest dose often 46.1 µM), inactives show at the highest dose activity, negative = active; actives 0.2% (n = 390,000); HeLa A3F-eYFP + Vif (tagged APOBEC3F with the HIV-1 protein that degrades it), YFP fluorescence increase; AID 602313; also: % of control where 0% means no effect; nearly all actives have a fitted effect of over 65% in size
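HeLa cells stably expressing A3F-eYFP plus Vif, plated and incubated overnight at 37 deg C, then exposed to compounds overnight at 37 deg C. Blocked degradation read as raised yellow fluorescence (Ex 488/Em 500-530).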
USP1 inh – blocks the human USP1/UAF1 deubiquitinase complex; recombinant USP1/UAF1, Ub-Rhodamine cleavage fluorescence; AID 743255; Potency, µM (doses to about 57.1 µM), without a hit: at the highest dose activity change, negative = inhibition, most hits filed as inhibitors; O94782; actives 0.23% (n = 390,000); also: % is scaled to controls: 0 for no effect and ±100 for the full control effect; nearly all actives have a fitted effect of over 60% in size; inactives centre near -12
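In this screen, compounds sit with the deubiquitinase complex (1nM) for 15 min at room temperature before Ub-Rho is added at 150nM final. Fluorescence rise is then followed for 6 reads every 60 seconds.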
RGS4 inhibitor – inhibitors of human regulator of G protein signaling 4; P49798; Transcreener GDP fluorescence polarization, RGS4-accelerated GTP hydrolysis; Potency, µM (doses to about 114 µM), inactives show at the top dose activity change, negative = inhibition, actives largely listed as inhibitors; actives 0.039% (n = 390,000); AID 504845; also: % is scaled to controls: 0 for no effect and ±100 for the full control effect; nearly all actives have a fitted effect of over 75% in size; some results filed as inactive show a strong effect at the top dose
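MLSMR compounds (23 nl, pin-transferred) preincubated 10 min at room temperature with a 500nM (2x) first reagent, then RGS4 at 900nM (2x) plus Transcreener GDP mix added; fluorescence polarization (620/688 nm) read before and after 90 min at 30 °C.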
12-LOX inh – inhibitors of human 12S-lipoxygenase ALOX12. actives 1.1% (n = 580,000). purified 12hLO, xylenol orange hydroperoxide absorbance. Potency, µM (top dose mostly 108 µM), inactives show at the top dose activity change, negative = inhibition, usual class: inhibitors. P18054; also: % is scaled to controls: 0 for no effect and ±100 for the full control effect
Target sequence (P18054 whole entry, looked up): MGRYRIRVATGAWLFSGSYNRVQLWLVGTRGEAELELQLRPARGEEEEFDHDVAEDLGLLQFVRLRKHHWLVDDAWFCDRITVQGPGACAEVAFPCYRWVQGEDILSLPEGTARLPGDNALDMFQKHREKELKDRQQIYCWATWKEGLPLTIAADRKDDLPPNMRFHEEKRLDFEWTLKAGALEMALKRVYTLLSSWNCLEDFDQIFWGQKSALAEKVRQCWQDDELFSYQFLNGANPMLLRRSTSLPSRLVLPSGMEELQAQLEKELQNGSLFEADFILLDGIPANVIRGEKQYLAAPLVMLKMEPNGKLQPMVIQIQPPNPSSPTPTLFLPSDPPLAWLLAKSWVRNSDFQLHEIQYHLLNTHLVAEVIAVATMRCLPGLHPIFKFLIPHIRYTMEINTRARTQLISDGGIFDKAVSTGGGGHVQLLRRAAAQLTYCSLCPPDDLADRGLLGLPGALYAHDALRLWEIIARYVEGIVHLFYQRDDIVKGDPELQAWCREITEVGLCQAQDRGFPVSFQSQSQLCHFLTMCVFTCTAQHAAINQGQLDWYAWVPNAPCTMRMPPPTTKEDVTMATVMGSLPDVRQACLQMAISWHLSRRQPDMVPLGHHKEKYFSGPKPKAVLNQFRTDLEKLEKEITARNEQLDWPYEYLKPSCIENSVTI
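Purified human 12hLO at 150 nM in 25 mM Hepes, 0.01% Triton X-100, pH 7.0, preincubated 15 min at room temperature with compound. Reaction started with 40 uM arachidonic acid, 30 min at room temperature. Hydroperoxide measured by Fe-xylenol orange, 573/405 nm absorbance ratio.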
RXFP1 ag – activates the human relaxin receptor RXFP1. Q9HBX9. HEK293T-RXFP1 cAMP TR-FRET, 30 min; response scale: percent of porcine relaxin response, buffer zero. Potency, µM (doses to about 57.5 µM), without a hit: at the top dose activation, hits mostly activators. actives 0.3% (n = 370,000). AID 2676; also: % is scaled to controls: 0 for no effect and ±100 for the full control effect; nearly all actives have a fitted effect of over 60% in size; many of its hits are not listed in these tables
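HEK293T cells stably expressing RXFP1 were pretreated with the PDE4 inhibitor Ro 20174, exposed to compounds for 30 min at 37C, lysed, and cAMP was read by TR-FRET. Data normalized to buffer (basal) and 29 nM porcine relaxin (100%).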
TrxR1 inh – blocks rat thioredoxin reductase 1. recombinant rTrxR1, NADPH fluorescence consumption, selenite substrate. Potency, µM (top dose mostly 114 µM), for the others: top-dose activity change, negative = inhibition, usual class: inhibitors. actives 1% (n = 390,000). AID 588453; also: % is scaled to controls: 0 for no effect and ±100 for the full control effect; nearly all actives have a fitted effect of over 65% in size
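Rat TrxR1 (90 nM in the dispensed reagent) was pre-reduced with 400 uM NADPH for 5 min at room temperature, then incubated with compound for 15 min. After 400 uM selenite was added, NADPH fluorescence (Ex 340/Em 450 nm) was followed for 8 min.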
Vif-APOBEC3G blk – inhibitors of Vif-APOBEC3G interaction; Q9HC16; HeLa A3G-eYFP + Vif (tagged APOBEC3G with the HIV-1 protein that degrades it), YFP fluorescence, overnight; Potency, µM (doses to about 46.1 µM), without a hit: top-dose activity, negative = active, hits mostly inhibitors; actives 0.076% (n = 410,000);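 also: % is scaled to controls: 0 for no effect and ±100 for the full control effect; nearly all actives have a fitted effect of over 60% in size; hits raise eYFP signal because A3G escapes Vif-driven loss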
Target sequence (Q9HC16 whole entry, looked up): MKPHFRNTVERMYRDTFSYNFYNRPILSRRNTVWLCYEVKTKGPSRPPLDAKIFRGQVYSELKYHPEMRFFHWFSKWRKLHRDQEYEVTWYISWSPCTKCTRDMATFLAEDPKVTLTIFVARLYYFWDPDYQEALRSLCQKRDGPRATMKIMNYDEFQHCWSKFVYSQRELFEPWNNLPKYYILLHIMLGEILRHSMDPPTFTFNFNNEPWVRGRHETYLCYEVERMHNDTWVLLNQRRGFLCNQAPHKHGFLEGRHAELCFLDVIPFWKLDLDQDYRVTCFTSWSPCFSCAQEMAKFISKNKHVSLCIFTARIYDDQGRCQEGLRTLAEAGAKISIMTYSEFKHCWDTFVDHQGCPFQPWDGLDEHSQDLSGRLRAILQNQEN
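Read-out is eYFP fluorescence (Ex 488/Em 500-530) from Vif-expressing HeLa A3G-eYFP cells; more signal means A3G escaped Vif-mediated degradation. Cells plated overnight, compound pinned in, incubated overnight at 37 deg C.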
TrxR1 substrate – is turned over as a substrate by rat TrxR1. purified TrxR1 substrate turnover, NADPH consumption readout. AID 588456. actives 0.01% (n = 390,000). Potency, µM (highest dose often 114 µM), inactives show top-dose activity change, negative = substrate turnover; also: % is scaled to controls: 0 for no effect and ±100 for the full control effect; nearly all actives have a fitted effect of over 50% in size
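Rat TrxR1, dispensed at 90 nM, was prereduced with 400 uM NADPH (final) for 5 min at ~22 deg C, then incubated with compound 15 min before 400 uM selenite. A first-read NADPH fluorescence drop versus no-compound background flagged substrates.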
mIDH1 inhibitor – inhibitors of human mutant IDH1 R132H; actives 0.093% (n = 390,000); Potency, µM (series often up to 76.6 µM), for the others: at the top dose activity change, negative = inhibition, hits mostly inhibitors; IDH1-R132H enzyme, NADPH consumption, diaphorase/resazurin fluorescence; O75874; also: % is scaled to controls: 0 for no effect and ±100 for the full control effect; nearly all actives have a fitted effect of over 65% in size
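IDH1-R132H (0.5 ug/mL dispensed) in pH 7.5 Tris buffer was preincubated 30 min with compound, then given a substrate mix of 0.016 mM NADPH and 2 mM alpha-KG for 80 min at room temperature; remaining NADPH was read by diaphorase/resazurin fluorescence.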
Active calls of the source: *; i = inactive; ? = inconclusive; · = no result given; [ ] = another dose, or the depositor's remark. Calls follow the shape of the dose curve; as a rule, active = well fitted curve in the direction sought with a large enough effect; inconclusive = small, poorly fitted or top-dose-only effect, or another doubt; inactive = no such curve, though single readings can be large; an effect the other way counts as inactive or inconclusive. Potency is read from the fitted curve at half-maximal effect. These rows are one share of the data (hit frequency here may not be typical).

SMILES	Vif-APOBEC3F blk	USP1 inh	RGS4 inhibitor	12-LOX inh	RXFP1 ag	TrxR1 inh	Vif-APOBEC3G blk	TrxR1 substrate	mIDH1 inhibitor
Cc1cc(N2CCN(S(=O)(=O)c3ccc(Cl)c(Cl)c3)CC2)c2ccccc2n1	0%	-10%	15%	-14%	3.0%	19%	0%	4%	-1%
COc1cc(C2CC(=O)NC(SCC(=O)Nc3ccccc3C)=C2C#N)ccc1O (stereo not given)	7%	-8%	-24%	?	0.9%	24%[57.1 µM]	-6%	5%[57.1 µM]	2%
CCOC(=O)C1=C(C)OC(N)=C(C#N)C1c1cc2c(cc1Br)OCO2 (stereo not given)	-4%	-17%	10%	?	0.7%	14%	-17%	-2%	10%
O=c1[nH]c(=S)[nH]c2nc(-c3ccccc3)cnc12	8%	-21%	-19%	-6%	·	-17%	0%	-3%	0%
O=C(COC(=O)c1cc(S(=O)(=O)N2CCOCC2)ccc1F)NCCc1ccc(F)cc1	2%	3%	5%	3%	·	-21%	-2%	-13%	-1%
O=C(Cn1cnc2c(OCc3ccccc3)ncnc21)NCc1ccccn1	3%	-2%	21%	9%	·	12%	-1%	-1%	-17%
Cc1cccc(NC(=O)C2CCN(c3nc(C)cc(C)n3)CC2)c1	6%	-11%	-5%	0%	3.1%	5%	1%	-4%	0%
CCOC(=O)CNC(=O)c1sc(NC(=O)c2cccc(F)c2)nc1C	·	-6%	-17%	28%	0.1%	8%	0%	-5%	5%
CCC(C)(C)C1CCC(NC(=O)N2CCN(c3ccccc3O)CC2)CC1 (stereo not given)	0%	-13%	-20%	-15%	-1.0%	-4%[57.1 µM]	-1%	6%[57.1 µM]	4%
O=C(Cc1csc(N2CCOCC2)n1)N/N=C/c1ccc(O)c(O)c1O	6%	-18%	?	3%	-0.2%	32%[57.1 µM]	0%	-9%[57.1 µM]	22%
Cc1ncc(S(=O)(=O)c2ccc(Cl)cc2)c(-c2ccccc2)n1	·	-8%	1%	0%	-0.1%	28%	-1%	12%[2.29 µM]	8%
Cn1cc(CN2CCCC(CO)C2)c(-c2ccc(Oc3ccccc3)cc2)n1 (stereo not given)	-2%	-11%	-2%	-30%	0.7%	26%	-2%	3%	1%
CCOC(=O)CC1C(=O)NCCN1C(=O)Nc1ccc(Cl)cc1 (stereo not given)	-10%	-17%	9%	-23%	2.5%	21%[57.1 µM]	-2%	-2%	2%
Cn1c(CO)cnc1SCC(=O)c1ccc(Br)cc1	-4%	-16%	-28%	-20%	-1.2%	6%[57.1 µM]	3%	8%[57.1 µM]	7%
CCc1cc(C(=O)Nc2ccc(OC)nc2)sc1C	-31%	-5%	-9%	?	-0.5%	-7%	-1%	-8%	2%
Cc1cc(C)c2sc(C)[n+](CCCS(=O)(=O)[O-])c2c1	6%	-19%	?	?	5.3%	15%	8%	-9%	14%
COc1ccc(CCN2CC(C(=O)NCc3cccc4[nH]ccc34)CCC2=O)cc1 (stereo not given)	3%	-19%	-9%	-11%	-0.7%	-3%	1%	-2%	1%
CCOC(=O)c1ccc(N2C(=O)C(CC(N)=O)N(CCc3ccc(OC)c(OC)c3)C2=S)cc1 (stereo not given)	2%	-11%	1%	7%	-0.6%	18%	-1%	7%	-13%
CCOc1ccc(/C(CC)=N/NC(=O)C2(C)CC2(Br)Br)cc1 (stereo not given)	4%	-12%	-15%	11%	3.6%	20%	1%	8%	2%
Cc1[nH]c2ccccc2c1C(=O)C(=O)NC1CC(=O)N(c2cccc(F)c2)C1 (stereo not given)	1%	?	-13%	-20%	-0.2%	14%[57.1 µM]	-10%	-2%[57.1 µM]	19%
O=C(NNc1c(Cl)cc(Cl)cc1Cl)c1n[nH]c(=O)c2ccccc12	-12%	-13%	-8%	-5%	3.9%	19%	3%	0%	-4%
COc1ccc(N=Nc2c(-c3ccc(OC)cc3)[nH]oc2=O)cc1	?	-19%	-15%	?	0.2%	20%[57.1 µM]	-7%	9%[57.1 µM]	7%
O=C(OCC(=O)c1ccc(S(=O)(=O)N2CCCC2)cc1)C1=COCCO1	6%	-13%	-3%[56.9 µM]	0%	1.2%	2%	4%	-5%	6%
C=CCOc1ccc2ccccc2c1CNCCCN1CCOCC1	7%	-4%	19%	-21%	3.5%	-8%	0%	-4%	5%
Cc1ccc(N(CC(=O)NCc2ccco2)C(=O)CNS(=O)(=O)c2ccc(F)cc2)c(C)c1	-2%	-3%	20%	?	1.2%	37%[0.0914 µM]	3%	1%[57.1 µM]	3%
(listing goes on)
SMILES	Vif-APOBEC3F blk	USP1 inh	RGS4 inhibitor	12-LOX inh	RXFP1 ag	TrxR1 inh	Vif-APOBEC3G blk	TrxR1 substrate	mIDH1 inhibitor
CCc1cccc(N(C(=O)c2csnn2)C(C(=O)NC2CCCC2)c2cccnc2)c1 (stereo not given)	2%	-8%	-20%	-19%	-0.8%	6%[57.1 µM]	-6%	2%[57.1 µM]	4%
O=c1n(Cc2ccccc2)nc2n1-c1cc(Cl)ccc1OC2	-3%	-13%	-8%	-20%	-2.2%	13%	-5%	3%	23%
CCN(C(=O)CSc1nc2ccccc2n1CC(=O)Nc1ccccc1C)c1ccccc1	0%	-18%	-16%	-8%	3.2%	22%[57.1 µM]	-1%	8%[57.1 µM]	-4%
O=C(O)C1CCC(Cn2c(SCc3cc(=O)n4cc(Cl)ccc4n3)nc3ccsc3c2=O)CC1 (stereo not given)	-1%	-9%	-5%[56.9 µM]	0%	27%	25%	1%	3%	14%
COc1cc(CNC2CCCCCC2)cc(OC)c1	-11%	-10%	-19%	3%	-1.6%	24%	0%	7%	4%
N#Cc1ccccc1NC(=O)CNc1cc(S(=O)(=O)N2CCOCC2)ccc1NCC1CCCO1 (stereo not given)	-3%	-9%	25%	25%	17%	5%	2%	-1%	-5%
Cc1ccc(CCNC(=O)c2ccc(CSCc3ccccc3Cl)o2)cc1	1%	-3%	8%	?	0.8%	11%[57.1 µM]	4%	2%[57.1 µM]	-4%
Cc1no[n+]([O-])c1COc1ccccc1/C=C1\NC(=S)NC1=O	3%	-21%	-14%[11.4 µM]	0%	2.2%	20%[57.1 µM]	-8%	-6%	4%
COc1ccc(-c2nc(N)ncc2-c2csc(C)n2)c(O)c1OC	0%	-6%	9%	0%	0.1%	-3%	-5%	-5%	-1%
O=S(=O)(Nc1ccc2ccccc2n1)c1ccccc1Cl	1%	-8%	14%	?	4.1%	25%	1%	22%	-6%
CC(=O)Nc1c(C)nn(-c2ccccc2)c1N1CCC(C(=O)NCc2ccc(F)cc2)CC1	0%	-7%	-1%	?	7.2%	9%[57.1 µM]	-3%	2%[57.1 µM]	-13%
Nc1ccc2nc(-c3ccccc3)sc2c1	-4%	-12%	16%[11.4 µM]	21%	10%	50%[activator][57.1 µM]	-7%	215%[activator][57.1 µM]	3%
COC(=O)CSc1nnc(CCc2nc3ccccc3[nH]2)n1C	-4%	-16%	-14%[11.4 µM]	1%	-1.3%	15%[57.1 µM]	3%	-4%	4%
Cc1nc(C)c(C(=O)NNS(=O)(=O)c2ccccc2)s1	3%	-1%	2%	?	0.9%	4%[57.1 µM]	-3%	3%[57.1 µM]	1%
CN(NC(=O)c1ccccc1F)c1ccc([N+](=O)[O-])cn1	3%	2%	9%	i	-1.0%	22%[57.1 µM]	-3%	6%[57.1 µM]	1%
CCOC(=O)c1nc(Nc2ccc(Nc3ccccc3)cc2)c2ccccc2n1	-19%	-25%	4%	-15%	0.1%	-4%	-11%	-5%	0%
COc1ccc(C(=O)Nc2cc(C)nn2-c2nc3ccccc3[nH]2)c(OC)c1	-8%	-9%	-20%	5%	2.1%	31%	0%	3%	-7%
Nc1ccccc1SC1CC(=O)N(c2ccccc2Cl)C1=O (stereo not given)	-11%	-3%	20%	-14%	0.2%	27%[57.1 µM]	-1%	10%[57.1 µM]	3%
O=c1c2ccccc2ncn1-c1ccccc1F	0%	-15%	4%	1%	-0.1%	-7%[57.1 µM]	-1%	-7%[57.1 µM]	-11%
COc1ccc(C(C(O)C(=O)c2c[nH]c3ccccc23)N2CCN(c3ccccc3)CC2)cc1 (stereo not given)	-6%	-11%	-8%	0%	0.0%	-11%	-2%	-12%	10%
CCOC(=O)C(=O)Nc1cc(C)nn1-c1nc2ccccc2[nH]1	17%	-7%	11%	18%	-1.0%	17%	2%	-4%	3%
Nn1c(SCC(=O)NC2CCCc3ccccc32)nnc1-c1cccs1 (stereo not given)	-9%	6%	-12%	39%[activator]	0.8%	7%	-5%	0%	-2%
Cn1c(-c2ccc(F)cc2)cc2onc(-c3ccccc3Cl)c2c1=O	1%	-19%	-9%	-4%	-0.5%	9%	4%	-3%	-1%
O=C(NC1CCCCC1)c1ccc(S(=O)(=O)NCc2ccco2)cc1	0%	-10%	-2%	0%	0.0%	?	-3%	0%[57.1 µM]	-5%
